Screens as filed in PubChem.
DT40 TDP1 no CPT = qHTS for Inhibitors of human tyrosyl-DNA phosphodiesterase 1 (TDP1): qHTS in cells in absence of CPT; DT40 Tdp1-/- hTDP1 cells, no CPT, ATP luminescence, 48 h; Potency, µM (titrated, usually from 46.2 µM), for the others: at the highest dose activity change, negative = growth inhibition, actives largely listed as inhibitors; actives 15% (n = 420,000); AID 686978, 2013; also: nearly all actives have a fitted effect of over 55% in size
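Chicken DT40 Tdp1-/- cells stably complemented with human TDP1 were seeded at 400 cells/well with DMSO in place of 20 nM camptothecin. After compound pinning, cells grew at least 48 hr at 37 °C; viability read by CellTiter-Glo luminescence.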
KAT2A inh = GCN5L2 (KAT2A) acetyltransferase inhibition. GCN5L2 HAT assay, ThioGlo1 CoA-SH fluorescence. Potency, µM (top dose mostly 58.9 µM), inactives show at the top dose activity change, negative = inhibition, usual class: inhibitors. AID 504327. Q92830. actives 0.21% (n = 390,000)
Target sequence (Q92830 whole entry, looked up): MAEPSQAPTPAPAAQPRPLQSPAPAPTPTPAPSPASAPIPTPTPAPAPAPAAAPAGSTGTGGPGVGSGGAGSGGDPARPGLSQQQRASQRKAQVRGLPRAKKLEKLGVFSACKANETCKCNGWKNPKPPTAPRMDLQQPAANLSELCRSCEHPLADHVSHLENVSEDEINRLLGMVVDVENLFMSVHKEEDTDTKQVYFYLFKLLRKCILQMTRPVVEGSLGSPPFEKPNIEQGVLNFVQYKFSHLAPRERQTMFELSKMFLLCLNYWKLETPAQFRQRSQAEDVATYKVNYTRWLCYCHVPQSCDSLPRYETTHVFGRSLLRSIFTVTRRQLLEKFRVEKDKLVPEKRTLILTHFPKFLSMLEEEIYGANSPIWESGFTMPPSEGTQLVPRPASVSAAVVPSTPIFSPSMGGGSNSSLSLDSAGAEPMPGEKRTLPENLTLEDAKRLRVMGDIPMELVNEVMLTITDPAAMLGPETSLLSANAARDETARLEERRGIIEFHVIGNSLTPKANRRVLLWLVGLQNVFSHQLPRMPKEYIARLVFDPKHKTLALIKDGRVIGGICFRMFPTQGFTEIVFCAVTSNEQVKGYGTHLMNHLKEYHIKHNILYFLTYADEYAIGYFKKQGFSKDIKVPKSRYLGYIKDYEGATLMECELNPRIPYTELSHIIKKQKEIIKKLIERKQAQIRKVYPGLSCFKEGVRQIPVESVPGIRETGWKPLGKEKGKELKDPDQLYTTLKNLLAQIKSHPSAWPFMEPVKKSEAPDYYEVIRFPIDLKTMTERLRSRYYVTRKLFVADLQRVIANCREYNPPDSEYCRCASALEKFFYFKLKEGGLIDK
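Enzyme at 20nM final was mixed with library compounds for 15 min at room temperature. Peptide H3(1-25) at 75uM, acetyl-CoA at 70uM and ThioGlo1 at 50uM were then added. Plates were read immediately and after 20 min (Ex340nm/Em540nm).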
TDP1 cell CPT = growth inhibition of DT40 Tdp1-/-;hTDP1 cells with camptothecin (screen for TDP1 inhibitors); chicken DT40 Tdp1-/-;hTDP1 cells + 20 nM CPT, ATP luminescence, 48 h; Potency, µM (titrated, usually from 46.2 µM), inactives show top-dose activity change, negative = growth inhibition, most hits filed as inhibitors; actives 12% (n = 420,000); also: nearly all actives have a fitted effect of over 55% in size
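Chicken DT40 Tdp1-/- cells complemented with human TDP1, 400 cells/well, exposed to compounds plus 20 nM camptothecin for at least 48 h at 37 C; viability read as ATP content by CellTiter-Glo luminescence.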
An asterisk follows results filed as active; u = inconclusive; x = no result given; & = joins results of further samples; [ ] = another dose, or the depositor's remark. Calls follow the shape of the dose curve; as a rule, active = well fitted curve in the direction sought with a large enough effect; inconclusive = small, poorly fitted or top-dose-only effect, or another doubt; inactive = no such curve, though single readings can be large; an effect the other way counts as inactive or inconclusive. % is scaled to controls: 0 for no effect and ±100 for the full control effect; potency is read from the fitted curve at half-maximal effect. An excerpt (hit frequency here may not be typical).

SMILES | DT40 TDP1 no CPT | KAT2A inh | TDP1 cell CPT
CC(C)N1CCC(=NNC(=O)c2cccs2)CC1 | 4.2% | -8.8% | -4.2%
CCOCCCNC(=O)c1cc2c(=O)[nH]c3ccccc3c2n1C | -28.7% | -6.2% | -22.1%
CCc1nnc(NC=C2C(=O)OC(C)(C)OC2=O)s1 | 8.6% | -7.2% | -4.7%
CCn1cc(C(=O)N(C)c2ccccc2F)c2cc(OC)c(OC)cc2c1=O | -15.7% | -9.7% | u
CCCc1nn2c(=O)cc(COC(=O)c3cccs3)nc2s1 | u | 1.1% | -28.6%
CCCCN(CC)CCNC(=O)Cn1cc2c(n1)-c1c(oc(C(=O)N3CCCC3)c1C)CC2 | u | -0.5%&-0.8% | -12.4%&0.3%
CCCCCCN1CC(=O)N2[C@@H](Cc3c([nH]c4ccccc34)C2(C)C)C1=O | u | -26.2% | u
O=C(Oc1cc(=O)oc2ccccc12)c1ccccc1 | 2.31µM* | -0.6% | 2.59µM*
CC(=O)/C(C(=N)N1CCN(c2cccc(Cl)c2)CC1)=C(\C)O | -5.2% | -4.2% | -9.4%
COc1ccc(OC2CCN(C(=O)Nc3ccc(C)cc3)CC2)cc1 | u | -16.4% | -26.4%
Clc1ccc(CSc2nnc(-c3cccnc3)o2)cc1 | -27.2% | 4.0% | u
C/C(=N/NC(=O)c1cc(Cl)ccc1O)C12CC3CC(CC(C3)C1)C2 | -1.2% | -3.9% | 6.2%
CCc1ccc(NC(=O)CSc2nc(-c3ccccc3)no2)cc1 | u | -0.7% | u
O=C(NCc1ccc(F)cc1)C(=O)c1cn(CC(=O)N2CCCC2)c2ccccc12 | 0.9% | -2.5% | u
Cc1cccc(OCCCN2C(=O)C(=O)c3cc(C)ccc32)c1 | 0.92µM* | -3.8% | 1.64µM*
O=C(NCC(c1ccco1)N1CCOCC1)c1ccc(F)cc1 (centres undefined) | -6.9% | 3.5% | -10.6%
COc1ccc(-c2cc(NC=O)c3ncc(-c4ccc(C(C)=O)cc4)n3c2)cn1 | 7.31µM* | x | 5.17µM*
CC(C)Cn1c(N)c(C(=O)COC(=O)/C=C/c2cccs2)c(=O)n(C)c1=O | 16.4µM* | -2.1% | u
Cc1ccccc1N/C=C/C(=C(C#N)C#N)N(C)C | -2.2% | -8.0% | -3.8%
CCCCn1cnc2c1c(=O)[nH]c(=O)n2CCCC | u | -11.2% | u
CN1C(=O)C(C)(C)c2cc(S(=O)(=O)N3CCN(c4ccc(F)cc4)CC3)ccc21 | -12.3% | -3.2% | u
CCOC(=O)N1CCC(NC(=O)CCC(=O)N2CCOc3ccccc32)CC1 | -7.8% | -3.3% | 3.6%
Cc1ccccc1C(=O)NNC(=O)C1CC(=O)N(c2ccc3c(c2)OCCO3)C1 (centres undefined) | -8.5% | -3.9% | -29.0%
Cc1ccc(C)c(N2CCN(C(=O)C3CCCN(S(=O)(=O)c4cnc[nH]4)C3)CC2)c1 (centres undefined) | u | -9.1% | u
O=C(O)c1cccc(S(=O)(=O)N2CCN(Cc3ccc4c(c3)OCO4)CC2)c1 | -5.0% | -4.0% | 13.6%
CCOC(=O)C1CCN(S(=O)(=O)c2cc(C(=O)N3CCCCC3)ccc2OC)CC1 | -10.8% | -5.5% | -18.9%
CC1(C)CC(NC(=O)c2coc(=O)c(Br)c2)CC(C)(C)N1 | 0.517µM* | -1.7% | 0.326µM*
Cn1cnc([N+](=O)[O-])c1Sc1nc(N)nc2c1ncn2Cc1ccccc1 | u | x | u
O=C(Nc1ccccc1)N(Cc1c[nH]c2ccccc12)C1CCCCCC1 | 18.4µM* | -7.2% | 11.6µM*
CCCCN(C=O)c1c(CC)nc2ccc(C(=O)N(C)Cc3ccccc3)cn12 | -24.6% | x | -54.3%

Copied from the listing for reference:
SMILES | DT40 TDP1 no CPT | KAT2A inh | TDP1 cell CPT
Cc1cccc(OCCCN2C(=O)C(=O)c3cc(C)ccc32)c1 | 0.92µM* | -3.8% | 1.64µM*
O=C(NCC(c1ccco1)N1CCOCC1)c1ccc(F)cc1 (centres undefined) | -6.9% | 3.5% | -10.6%
COc1ccc(-c2cc(NC=O)c3ncc(-c4ccc(C(C)=O)cc4)n3c2)cn1 | 7.31µM* | x | 5.17µM*
CC(C)Cn1c(N)c(C(=O)COC(=O)/C=C/c2cccs2)c(=O)n(C)c1=O | 16.4µM* | -2.1% | u
Cc1ccccc1N/C=C/C(=C(C#N)C#N)N(C)C | -2.2% | -8.0% | -3.8%
CCCCn1cnc2c1c(=O)[nH]c(=O)n2CCCC | u | -11.2% | u
CN1C(=O)C(C)(C)c2cc(S(=O)(=O)N3CCN(c4ccc(F)cc4)CC3)ccc21 | -12.3% | -3.2% | u
CCOC(=O)N1CCC(NC(=O)CCC(=O)N2CCOc3ccccc32)CC1 | -7.8% | -3.3% | 3.6%
Cc1ccccc1C(=O)NNC(=O)C1CC(=O)N(c2ccc3c(c2)OCCO3)C1 (centres undefined) | -8.5% | -3.9% | -29.0%
Cc1ccc(C)c(N2CCN(C(=O)C3CCCN(S(=O)(=O)c4cnc[nH]4)C3)CC2)c1 (centres undefined) | u | -9.1% | u
O=C(O)c1cccc(S(=O)(=O)N2CCN(Cc3ccc4c(c3)OCO4)CC2)c1 | -5.0% | -4.0% | 13.6%
CCOC(=O)C1CCN(S(=O)(=O)c2cc(C(=O)N3CCCCC3)ccc2OC)CC1 | -10.8% | -5.5% | -18.9%
CC1(C)CC(NC(=O)c2coc(=O)c(Br)c2)CC(C)(C)N1 | 0.517µM* | -1.7% | 0.326µM*
Cn1cnc([N+](=O)[O-])c1Sc1nc(N)nc2c1ncn2Cc1ccccc1 | u | x | u
O=C(Nc1ccccc1)N(Cc1c[nH]c2ccccc12)C1CCCCCC1 | 18.4µM* | -7.2% | 11.6µM*
CCCCN(C=O)c1c(CC)nc2ccc(C(=O)N(C)Cc3ccccc3)cn12 | -24.6% | x | -54.3%

Next structures follow.
SMILES | DT40 TDP1 no CPT | KAT2A inh | TDP1 cell CPT
COc1ccc(NC(=O)CCC(=O)N/N=C/c2cn(C)nc2C)cc1 | -1.8% | -3.7% | 10.9%
CC(C)(C)NC(=O)NCc1cccnc1 | 6.9% | -1.0% | 2.3%
Cc1ccc(-c2nc3n(n2)Cc2ccccc2-3)cc1 | u | -0.6% | u
CC(C)(C)NC(=O)CSc1nnc(-c2ccco2)n1Cc1ccco1 | -11.7% | -12.9% | -12.7%
COc1ccc(S(=O)(=O)Cc2ccc(C(=O)N3CCN(c4ccccc4F)CC3)o2)cc1 | u | -4.6% | -18.3%
O=C(Nc1ccc(-c2nc3ccccc3c(=O)o2)cc1)c1ccco1 | 6.3% | -2.1% | 0.1%
O=S1(=O)NC(=NCc2ccco2)c2ccccc21 | -12.7% | -21.5% | -12.3%
Cc1ccc(OC(C)C(=O)N2CC(=O)Nc3ccccc32)cc1 (centres undefined) | -12.5% | -1.7% | -16.5%
COc1ccc(OC)c(Nc2sc(C(=O)c3ccccc3)c(N)c2S(=O)(=O)c2ccccc2)c1 | u | -13.1% | -4.8%
Cc1ccc(NC(=O)COc2ccc3oc4c(c3c2)CCCC4)cc1C | -27.4% | -4.4% | -25.6%
Cc1ccc(-n2cnc3cc(C(=O)NCc4ccc(F)cc4)ccc32)c(C)c1 | u | 4.4% | 20.6µM*
CCN(CC)C(=O)CSc1nnc(CNc2ccc(F)cc2)o1 | -13.4% | u | -21.9%
COc1cc(/C=C(/C#N)c2ccc(C)cc2)ccc1Oc1ccc([N+](=O)[O-])cn1 | u | 11.9% | u
C/C(=N\O)C(C)(C)Nc1cccc(Br)c1 | -27.1% | -4.3% | 1.0%
COc1cnn(-c2ccc([N+](=O)[O-])cc2)c(=O)c1Cl | -25.3% | x | u
CN(C)c1ccc(/C=C/c2nc3ccccc3c(=O)[nH]2)cc1 | 10.3µM* | 1.3% | 20.6µM*
Cc1cc2c(cc1NS(=O)(=O)c1ccc(F)cc1)n(C)c(=O)c(=O)n2C | -3.6% | -4.4% | 4.7%
O=C(Cn1nnc2ccccc21)N/N=C/c1ccco1 | -3.9% | 3.2% | -1.8%
COC(=O)[C@@]12C[C@@H](CC(=O)N3CCN(C(=O)c4ccco4)CC3)C(=O)N(Cc3cccc4ccccc34)C1=CCC(C)(C)C2 | 18.4µM* | x | u
Cc1ccc(CNC(=O)c2cc(C3CC3)nc3c2c(C)nn3-c2cccc(Cl)c2C)cc1 | -23.1% | 31.9%[activator] | -8.1%
Cc1oc2ccc(O)c(CN3CCCC3)c2c1C(=O)Nc1cccc(Cl)c1C | 20.6µM* | -2.1% | 16.4µM*
O=C(CN(C(=O)c1csnn1)c1cccc(C(F)(F)F)c1)NCc1ccc(F)cc1 | -18.4% | -0.5% | 0.2%
Cc1ncc2c(c1CNS(=O)(=O)N(C)C)CCN(C(=O)/C=C/c1ccccc1)C2 | -8.6% | x | 6.1%[9.04 µM]
Cc1ccccc1C1(CC(=O)N2CCCC(C)C2)CC(=O)N(Cc2cccnc2)C1=O (centres undefined) | -28.1% | x | 18.7%[9.04 µM]
COc1ccc(-n2nc(C(=O)NCc3cc(OC)ccc3OC)c3c4ccccc4n(C)c3c2=O)cc1 | -11.8% | -3.0% | -24.9%
CCc1nn(CCCC(=O)N2CCN(c3ccc(OC)cc3)CC2)c(=O)c2cc3occc3n12 | u | -1.5%&-1.1% | u
COc1cc(C2NC(=O)N(C)C3=C2C(=O)CCC3)cc(OC)c1OC (centres undefined) | -16.9% | -8.5% | -13.2%
CC(C)(C)c1ccc(Oc2ncccc2NC(=O)c2cccs2)cc1 | u | -6.5% | u
COc1ccccc1NC(=O)c1cc[n+](C)cc1 | -2.3% | -2.2% | -0.1%
Cc1nn2c(c1-c1ccc(Cl)cc1)N=C(c1ccco1)CC2c1ccccc1 (centres undefined) | u | -18.6% | 14.6µM*
O=C(NCc1cccnc1)C(=O)NCC(c1ccco1)N1CCN(c2ccc(F)cc2)CC1 (centres undefined) | 16.4µM* | 1.6% | 23.1µM*
CC(=O)c1ccc(NC(=O)c2cccc(NC(=O)N3CCSc4ncccc43)c2)cc1 | -25.2% | 3.1% | -2.2%
CC(=O)Nc1c(I)c(C(=O)N[C@H]2C(O)O[C@H](CO)[C@@H](O)[C@@H]2O)c(I)c(N(C)C(C)=O)c1I (some centres undefined) | 16.0% | -5.7% | 1.0%
CCOCCCN(C(=O)c1snc(C(N)=O)c1N)C(C(=O)NC1CCCC1)c1ccc(OC)cc1 (centres undefined) | u | -5.7% | -2.4%
CCc1ccccc1NC(=O)N1CCc2ccccc2C1 | 19.3% | -10.7% | 19.8%
NC(Cc1ccc(C(F)(F)F)cc1)c1csc(NC(=O)Nc2ccccc2Cl)n1 (centres undefined) | 20.6µM* | x | u
N#Cc1ccc(C23CC4(C2)[C@H](CN(CC2CCCCC2)[C@@H]4c2ccccc2)C3c2ccccc2)cc1 (some centres undefined) | 16.4µM* | -8.5% | u
CC(C)(C)C1CCc2c(sc3nc(-c4cc5cc(Cl)ccc5oc4=O)[nH]c(=O)c23)C1 (centres undefined) | 12.4% | 1.5% | -0.2%
CCCC(=O)Nc1nnc(SCC(=O)N2CCN(c3ccccc3)CC2)s1 | -28.6% | 1.6% | -7.9%
Nc1nnc(SCC(=O)N2CCN(c3ccccc3)CC2)n1-c1ccccc1 | 0.9% | -21.7% | -0.1%
CCc1nn(CC(=O)N(C)Cc2ccccc2)c(=O)c2cc3sccc3n12 | u | -9.5% | u
O=C(CSc1nc2ccc(Nc3nc(N4CCOCC4)nc(N4CCOCC4)n3)cc2s1)Nc1ccccc1Cl | u | -3.5% | 20.6µM*
CCOC(=O)N1CCN(C(=O)c2ccc(Cl)c(S(=O)(=O)N3CCOCC3)c2)CC1 | -15.6% | -5.8% | -2.9%
CCCCCc1c(-c2ccccc2F)ncn1CCc1ccccc1OC | 18.4µM* | x | 16.4µM*
CC(C)N(C(=O)COC(=O)c1cccc(S(=O)(=O)N2CC3(C)CC2CC(C)(C)C3)c1)C(C)C (centres undefined) | u | -9.2% | 23.1µM*
